Vif-A3F inh: inhibitors of Vif-A3F interaction. Potency, µM (titrated, usually from 46.1 µM), without a hit: at the top dose activity, negative = active. HeLa A3F-eYFP + Vif (tagged APOBEC3F with the HIV-1 protein that degrades it), YFP fluorescence increase. 390,000 tested, 0.2% active; note: potency is the fitted concentration of half-maximal effect; % of control where 0% means no effect; nearly all actives have a fitted effect of over 65% in size
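HeLa cells stably expressing A3F-eYFP plus Vif, plated and incubated overnight at 37 deg C, then exposed to compounds overnight at 37 deg C. Blocked degradation read as raised yellow fluorescence (Ex 488/Em 500-530).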
Vif-APOBEC3G blk: blocks the Vif interaction with human APOBEC3G; Potency, µM (titrated, usually from 46.1 µM), for inactives: at the highest dose activity, negative = active, most hits filed as inhibitors; 410,000 tested, 0.076% active; HeLa A3G-eYFP + Vif (tagged APOBEC3G with the HIV-1 protein that degrades it), YFP fluorescence, overnight; Q9HC16;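 note: potency is the fitted concentration of half-maximal effect; % is set by controls: 0 for no effect and ±100 for the full control effect; nearly all actives have a fitted effect of over 60% in size; hits raise eYFP signal because A3G escapes Vif-driven loss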
Target sequence (Q9HC16 whole entry, looked up): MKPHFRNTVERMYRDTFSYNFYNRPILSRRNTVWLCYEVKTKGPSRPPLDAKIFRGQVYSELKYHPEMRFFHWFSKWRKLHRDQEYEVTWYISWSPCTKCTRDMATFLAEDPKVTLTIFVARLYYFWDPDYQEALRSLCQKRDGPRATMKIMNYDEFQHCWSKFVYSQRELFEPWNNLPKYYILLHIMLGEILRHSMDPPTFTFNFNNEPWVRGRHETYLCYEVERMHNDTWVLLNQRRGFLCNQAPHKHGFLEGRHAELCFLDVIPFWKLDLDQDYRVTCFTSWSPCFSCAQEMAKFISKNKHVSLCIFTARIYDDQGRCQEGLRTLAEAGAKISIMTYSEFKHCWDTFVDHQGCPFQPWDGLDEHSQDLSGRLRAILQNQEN
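Read-out is eYFP fluorescence (Ex 488/Em 500-530) from Vif-expressing HeLa A3G-eYFP cells; more signal means A3G escaped Vif-mediated degradation. Cells plated overnight, compound pinned in, incubated overnight at 37 deg C.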
D1 agonist: agonists of human D1 dopamine receptor | P21728 | HEK293 T-REx D1 cells, calcium flux, agonist mode | activation, % at 2 µM | 360,000 tested, 1% active | AID 504660; in the data active = activation above about 30%; note: 0% is about no effect
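Agonism was scored from calcium flux recorded over 180 s (1 read/s) after pintool compound addition, following a 10-cycle baseline. Cells were inducible force-coupled HEK293 TREx D1, plated overnight at 30 C and loaded with no-wash calcium dye.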
D1 antagonist: blocks dopamine activation of the human D1 receptor. P21728. HEK293 TREx D1 cells, calcium flux, dopamine EC80; active compounds read low. activity change, negative = inhibition, % at 10 µM. 360,000 tested, 3.2% active. AID 504652; in the data active = activity change below about -30%; note: % is set by controls: 0 for no effect and ±100 for the full control effect
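Allosteric or orthosteric antagonism assessed as attenuation of the calcium response to EC80 dopamine, added 180 s after compound, in induced HEK293 Trex D1 cells loaded with no-wash calcium dye.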
GRP78 ERSR act: ER stress response induction in glioma | 420,000 tested, 0.02% active | Potency, µM, for the others: at the highest dose activation, most hits filed as activators | U87-MG GRP78 promoter luciferase reporter, 16 h | AID 602332; note: potency is the fitted concentration of half-maximal effect; series mostly up to about 76 µM; % of control where 0% means no effect; nearly all actives have a fitted effect of over 35% in size
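ERSR induction read as luciferase luminescence (Bright-Glo, 10 min at room temperature) in stably transfected human U87-MG glioma cells exposed to compounds for 16 h, using GRP78 as sensor.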
D2 potentiator: positive allosteric modulators of human D2 dopamine receptor. 340,000 tested, 0.34% active. HEK293 T-REx D2, calcium flux, EC20 dopamine potentiation. P14416. potentiation, % at 10 µM;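 active = potentiation over 3 SD above the plate norm, cut at about 30% in these data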; note: 0% is about no effect
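Potentiation of an EC20 dopamine calcium response is measured in a force-coupled, tetracycline-inducible Hek293 Trex D2 line. Compound-only kinetic reads over 180 s flag agonists before dopamine addition.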
D1 potentiator: enhances dopamine response at the human D1 receptor; 360,000 tested, 0.036% active; P21728; HEK293 TREx D1 cells, calcium flux, dopamine EC20 potentiation; potentiation, % at 10 µM; AID 504651; in the data active = potentiation above about 30%; note: 0% is about no effect
RXFP1 agonist: RXFP1 (human) receptor agonism | AID 2676 | 370,000 tested, 0.3% active | HEK293T-RXFP1 cAMP TR-FRET, 30 min; response scale: percent of porcine relaxin response, buffer zero | Potency, µM (top dose mostly 57.5 µM), for inactives: top-dose activation, actives largely listed as activators | Q9HBX9; note: potency is the fitted concentration of half-maximal effect; % is set by controls: 0 for no effect and ±100 for the full control effect; nearly all actives have a fitted effect of over 60% in size; many of its hits are not listed in these tables
Target sequence (Q9HBX9 whole entry, looked up): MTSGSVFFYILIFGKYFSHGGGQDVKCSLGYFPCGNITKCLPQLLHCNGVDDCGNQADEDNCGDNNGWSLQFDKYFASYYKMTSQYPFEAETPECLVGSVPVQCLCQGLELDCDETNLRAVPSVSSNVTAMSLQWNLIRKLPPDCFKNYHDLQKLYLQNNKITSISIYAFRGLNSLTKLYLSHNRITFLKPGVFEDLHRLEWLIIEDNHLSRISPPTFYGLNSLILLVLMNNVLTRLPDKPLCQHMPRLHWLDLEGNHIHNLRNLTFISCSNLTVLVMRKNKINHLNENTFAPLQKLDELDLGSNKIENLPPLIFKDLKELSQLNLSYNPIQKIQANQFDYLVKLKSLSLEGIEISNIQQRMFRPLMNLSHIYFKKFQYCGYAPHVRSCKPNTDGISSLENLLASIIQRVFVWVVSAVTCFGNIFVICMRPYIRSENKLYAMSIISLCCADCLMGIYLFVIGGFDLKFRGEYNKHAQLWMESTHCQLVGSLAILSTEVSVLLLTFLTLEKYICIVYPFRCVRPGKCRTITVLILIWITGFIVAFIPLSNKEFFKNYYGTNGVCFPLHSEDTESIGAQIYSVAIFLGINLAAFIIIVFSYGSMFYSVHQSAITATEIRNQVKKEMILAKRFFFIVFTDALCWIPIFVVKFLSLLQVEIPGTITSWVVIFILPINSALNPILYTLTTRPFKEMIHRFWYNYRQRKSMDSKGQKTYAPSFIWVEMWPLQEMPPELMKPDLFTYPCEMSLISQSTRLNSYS
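Agonist response is measured as cAMP accumulation in an RXFP1-transfected HEK293T line under PDE4 inhibition. Values are scaled between buffer-only and 29 nM porcine relaxin, and EC50s come from standard Hill equation fits.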
RXFP1 antag: RXFP1 (human) relaxin receptor antagonism; HEK293-RXFP1, relaxin-stimulated cAMP HTRF, 30 min; active compounds read low; 350,000 tested, 0.59% active; AID 1259400; Q9HBX9; activity change, negative = inhibition, % at 57.5 µM;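 active = activity change of -60% or lower, but not beyond a set lower limit; inconclusive = change between -60% and -40%, or beyond the set limit; inactive = change above -40%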; note: % is set by controls: 0 for no effect and ±100 for the full control effect
* hit, by the source's call; ? = inconclusive; / = not tested or not shown. Unless noted, calls come from the whole dose curve; as a rule, active = well fitted curve in the direction sought with a large enough effect; inconclusive = small, poorly fitted or top-dose-only effect, or another doubt; inactive = no such curve, though single readings can be large; an effect the other way counts as inactive or inconclusive. An excerpt. The share of hits here may be higher or lower than overall.

The line under a structure holds: Vif-A3F inh	Vif-APOBEC3G blk	D1 agonist	D1 antagonist	GRP78 ERSR act	D2 potentiator	D1 potentiator	RXFP1 agonist	RXFP1 antag
> CC(C)(C)C(=O)N1CCN(C(c2ccccc2)c2ccccc2)CC1
  -0.9%	-0.4%	5.3	-8.4	-5.3%	-13.2	9.4	0.0%	?
> O=C(NN1C(=O)c2ccc(-c3ccc4c(c3)C(=O)N(NC(=O)c3cccnc3)C4=O)cc2C1=O)c1cccnc1
  5.6%	5.6%	9.7	-5.2	-2.0%	3.8	-13.1	-0.1%	2.7
> CCc1cccc(CC)c1NC(=O)COC(=O)C1(C)CC1(Cl)Cl (configuration not stated)
  0.6%	-0.1%	2.3	-7.7	-0.8%	10.5	2.8	1.6%	-1.6
> CCc1nnc(NC(=O)c2ccc(S(=O)(=O)N3CCCc4ccccc43)cc2)o1
  -17.2%	-12.8%	1.4	-9.9	-4.3%	-10.7	1.9	-1.7%	-10.5
> Cc1ccc(NS(=O)(=O)c2cccc(C(=O)N3CCCCCC3)c2)cc1
  0.7%	-0.8%	9.3	5.2	-3.8%	5.5	1.9	0.3%	-23.1
> CCc1ccc(NC(=O)C(C)OC(=O)Cn2[nH]c(=O)c3ccccc3c2=O)cc1 (configuration not stated)
  0.6%	-2.5%	/	/	-4.2%	/	/	/	3.3
> CCCCCC1C(=O)N2C=C(c3ccccc3)c3ccccc3N2C1=O (configuration not stated)
  18.8%	-3.2%	/	/	-2.7%	/	/	/	-18.5
> COc1cc2cc(C(=O)N3CCC(Cc4ccccc4)CC3)[nH]c2cc1OC
  0.2%	1.0%	0.3	-15.2	-2.2%	-0.9	-5.6	12.8%	-2.7
> Cc1ccnc(NC(=O)C2CCCN(c3ncnc4c3nc3n4CCCCC3)C2)c1 (configuration not stated)
  -9.5%	1.3%	-0.1	10.8	-2.4%	4.3	-3.0	0.1%	5.6
> CNC(=O)c1csc(Cc2c(Cl)sc3ccc(Cl)cc23)n1
  -22.6%	-19.2%	4.1	-1.1	0.0%	0.7	4.5	0.0%	-4.3
> CCSc1cc(N2CCOCC2)nc(-c2ccccc2)n1
  0.7%	2.5%	2.0	18.3	-0.9%	4.4	1.1	4.1%	2.2
> O=C(Nc1ccc(N2CCOCC2)c([N+](=O)[O-])c1)c1ccco1
  1.5%	-2.8%	2.2	-14.0	6.2%	3.2	-1.9	-1.1%	6.5
> COc1ccc(CN=C2NC(=O)CC(C(=O)Nc3ccc(F)cc3)S2)cc1 (configuration not stated)
  1.4%	1.0%	0.4	4.3	-3.1%	2.5	-2.1	-3.2%	-3.1
> Cc1ccccc1OCC(=O)NCCCNC(=O)c1ccncc1
  4.2%	-0.8%	6.2	3.9	-1.5%	-3.3	/	2.4%	-18.2
> CCCCC(=O)NS(=O)(=O)c1ccc(N=NN2CCOCC2)cc1
  -14.7%	3.9%	2.5	20.7	-3.9%	-3.7	-3.6	2.6%	-7.8
> COc1ccc(C2N(c3cc(C)on3)C(=O)C3CCCN32)cc1OC (configuration not stated)
  -12.1%	1.6%	1.4	-1.3	0.1%	3.2	-0.2	3.7%	19.1
> Oc1c(C=Nc2cccc3nsnc23)ccc2ccccc12
  /	?	4.8	6.8	-8.5%	5.1	-3.0	-2.1%	-7.6
> CC(=O)OCC(=O)C1(O)CCC2C3CC(C)C4=CC(=O)C=CC4(C)C3(F)C(O)CC21C (configuration not stated)
  -13.9%	-1.1%	/	/	-4.1%	/	/	/	-5.3
> CCOc1ccc(N(CC(=O)NCc2ccc(OC)cc2)S(=O)(=O)c2c(C)noc2C)cc1
  3.7%	-1.8%	4.1	10.7	-5.9%	3.0	3.7	0.4%	-8.4
> Cc1c(Cl)cccc1NC(=O)Cn1cc(C(F)(F)F)cc(Cl)c1=O
  -18.6%	7.9%	3.2	0.0	0.2%	-9.1	1.8	?	-17.5

Two entries from above, reformatted.
COc1ccc(CN=C2NC(=O)CC(C(=O)Nc3ccc(F)cc3)S2)cc1 (configuration not stated)
- Vif-A3F inh = 1.4%
- Vif-APOBEC3G blk = 1.0%
- D1 agonist = 0.4
- D1 antagonist = 4.3
- GRP78 ERSR act = -3.1%
- D2 potentiator = 2.5
- D1 potentiator = -2.1
- RXFP1 agonist = -3.2%
- RXFP1 antag = -3.1

COc1ccc(C2N(c3cc(C)on3)C(=O)C3CCCN32)cc1OC (configuration not stated)
- Vif-A3F inh = -12.1%
- Vif-APOBEC3G blk = 1.6%
- D1 agonist = 1.4
- D1 antagonist = -1.3
- GRP78 ERSR act = 0.1%
- D2 potentiator = 3.2
- D1 potentiator = -0.2
- RXFP1 agonist = 3.7%
- RXFP1 antag = 19.1

The list continues.
The line under a structure holds: Vif-A3F inh	Vif-APOBEC3G blk	D1 agonist	D1 antagonist	GRP78 ERSR act	D2 potentiator	D1 potentiator	RXFP1 agonist	RXFP1 antag
> Cc1ccc(Cn2c(=O)n(CCCCC(=O)NCCc3ccc(Cl)cc3)c(=O)c3ccccc32)cc1
  0.0%	-10.0%	11.2	-9.0	-3.2%	4.9	0.1	2.3%	/
> CCOC(=O)C1=C(COC(=O)CCOc2ccccc2C)NC(=O)NC1C (configuration not stated)
  6.0%	-2.3%	1.4	3.9	-5.2%	16.1	-7.9	0.0%	4.0
> O=C(CCCNC(=O)c1ccc(Cl)cc1)NCc1ccccc1Cl
  8.5%	0.6%	-0.2	0.5	-0.9%	11.4	0.8	0.5%	-3.4
> O=C(Nc1nnc(-c2cccnc2)o1)c1cccc(Cl)c1
  ?	1.0%	1.3	-1.7	-0.7%	-2.6	-3.4	1.3%	-26.1
> Cc1ccc2sc(NNC(=O)c3cc(=O)c4ccccc4o3)nc2c1C
  0.5%	-9.8%	3.7	-0.3	0.8%	3.8	-6.4	0.9%	/
> CCOC(=O)CCCNC(=O)COC(=O)/C=C/c1ccc2c(c1)OCO2
  -3.1%	-0.8%	1.0	-0.5	-3.8%	12.0	0.8	-0.6%	2.1
> Cc1cc(C)cc(Oc2ccccc2C=O)c1
  0.6%	-2.6%	0.6	22.5	-4.8%	-2.3	9.7	2.8%	-30.0
> COCCCNC(=O)/C=C/c1ccc(Cl)cc1Cl
  7.2%	-8.3%	-2.3	-12.9	3.2%	-2.1	-1.3	-0.4%	-2.9
> CN(Cc1c(F)cccc1Cl)C(=O)c1cc2ccccc2o1
  -5.7%	-1.6%	1.6	1.8	7.4%	5.0	-3.0	-2.8%	3.4
> COc1ccc(/C(C)=N/Nc2ccc(C(=O)O)cc2)cc1OC
  -5.5%	-1.4%	3.2	-31.3*	-7.4%	10.3	7.5	-4.9%	-6.5
> COc1ccc(-c2nc(N)nc(N)n2)c(O)c1
  2.2%	9.6%	-2.3	/	-4.9%	0.5	-0.8	-0.1%	/
> CCN(CC(=O)Nc1ccc(NC(C)=O)cc1)C(=O)CSC(=S)N1CCCC1
  -17.4%	0.1%	0.4	5.0	-0.8%	-7.9	-9.7	0.4%	-5.0
> COC(=O)c1cc(C(=O)c2cc(Br)ccc2O)coc1=N
  -4.0%	-17.5%	3.0	-8.8	-2.5%	1.2	-8.2	1.9%	0.3
> CC(C)COC(=O)Nc1nnc(SCCOc2ccccc2)s1
  -8.7%	0.1%	4.1	2.9	-4.5%	3.2	0.2	3.0%	0.8
> OCC[C@@H]1C[C@@H](O)[C@H](O)[C@@]2(Cc3ccccc3CO2)O1
  0.1%	1.0%	1.6	-7.1	-3.7%	1.5	-7.0	0.5%	/
> COc1ccc(Nc2nc(N3CCN(S(=O)(=O)N(C)C)CC3)nc3ccccc23)cc1
  -3.4%	2.4%	0.1	-0.8	-1.9%	12.2	0.3	2.6%	-2.4
> COc1ccc(/C=N/NC(=S)Nc2cc(C(F)(F)F)ccc2Cl)cc1
  -1.9%	0.5%	1.7	-7.6	-3.6%	-2.6	-4.2	-0.3%	?
> Cc1cccc(NC(=O)C2CCCCN2S(=O)(=O)c2ccccc2)c1C (configuration not stated)
  9.7%	-2.3%	/	/	-2.9%	/	/	/	1.1
> CCC(Sc1nnc2c(n1)[nH]c1ccccc12)C(=O)Nc1nnc(C(C)C)s1 (configuration not stated)
  -28.5%	-3.2%	0.6	-4.8	-3.7%	-9.1	-1.4	?	-6.2
> CC(C)c1ccc(NC(=O)Cn2c(=O)oc3ccccc32)cc1
  2.7%	2.6%	6.4	-0.9	-0.4%	4.7	-1.5	-0.6%	2.5
> O=C(Nc1ccc(Cl)cc1)Nc1ccc(-c2cnco2)cc1
  -6.8%	0.1%	11.3	-17.0	-1.6%	/	-10.3	1.5%	-6.9
> O=C(CCn1c(=O)oc2ccccc21)Nc1ccon1
  -1.1%	-1.3%	0.7	1.5	0.6%	/	4.3	2.9%	-8.4
> CN1CCN(C(=O)C(=O)Nc2c3c(nn2-c2cccc(Cl)c2)CSC3)CC1
  3.2%	0.3%	1.6	/	-0.4%	11.9	2.1	0.4%	-6.3
> O=C(CNC(c1ccccc1)c1ccccc1)Nc1c(F)cccc1F
  -12.2%	-28.1%	-0.4	-38.0*	-4.1%	-3.4	-3.6	3.3%	-10.6
> O=C1CC(c2ccc(O)cc2)Oc2cc(O)ccc21 (configuration not stated)
  -7.0%	0.7%	/	/	0.0%	/	/	/	14.1
> Cc1nn(Cc2ccc(C(=O)n3cccn3)o2)c(C)c1Br
  0.2%	-0.5%	5.9	0.6	-4.6%	-0.2	-3.0	1.1%	-5.4
> CCOc1cc(C#N)c(NC(=O)Cn2nnc(-c3ccc(C)cc3)n2)cc1OCC
  -16.6%	-11.8%	3.9	-8.9	-0.3%	8.7	-1.8	2.4%	-4.5
> Cc1ccc(N2C(=O)c3ccccc3C2C(=O)c2ccc(C)c(C)c2O)cc1 (configuration not stated)
  11.0%	-0.7%	1.5	-10.9	-3.1%	4.4	-2.1	-0.6%	16.1
> CCOC(=O)c1ccc(NC(=O)N2CCN(c3ccccn3)CC2)cc1
  -2.4%	0.2%	-1.9	11.5	-3.4%	-1.6	-0.4	0.7%	-14.5
> CNc1ccccc1C(=O)OC
  -8.5%	0.7%	2.7	2.8	-1.8%	/	0.7	-0.6%	18.1
> Cc1c(OCC(=O)OC(C)C)ccc2c3c(c(=O)oc12)CCC3
  /	-1.0%	13.2	-14.5	4.4%	9.9	-7.0	2.2%	0.6
> O=C(/C=C/c1ccccc1)NCCS(=O)(=O)N1CCN(c2ccc(F)cc2)CC1
  -2.2%	-0.1%	1.4	-5.8	-3.8%	-6.0	-13.5	-0.5%	-9.2

Screening results: PubChem, National Center for Advancing Translational Sciences (NCATS)
